Vif-APOBEC3G blk: qHTS for Inhibitors of Vif-A3G Interactions: qHTS. AID 602310, 2012. Potency, µM (titrated, usually from 46.1 µM), without a hit: top-dose activity, negative = active, actives largely listed as inhibitors. HeLa A3G-eYFP + Vif (tagged APOBEC3G with the HIV-1 protein that degrades it), YFP fluorescence, overnight. actives 0.076% (n = 410,000). DNA dC->dU-editing enzyme APOBEC-3G (Homo sapiens), Q9HC16;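 also: potency is read from the fitted curve at half-maximal effect; % is scaled to controls: 0 for no effect and ±100 for the full control effect; nearly all actives have a fitted effect of over 60% in size; hits raise eYFP signal because A3G escapes Vif-driven loss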
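Read-out is eYFP fluorescence (Ex 488/Em 500-530) from Vif-expressing HeLa A3G-eYFP cells; more signal means A3G escaped Vif-mediated degradation. Cells plated overnight, compound pinned in, incubated overnight at 37 deg C.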
Vif-APOBEC3F blk: qHTS for Inhibitors of Vif-A3F Interactions: qHTS | Potency, µM (highest dose often 46.1 µM), inactives show at the highest dose activity, negative = active | actives 0.2% (n = 390,000) | HeLa A3F-eYFP + Vif (tagged APOBEC3F with the HIV-1 protein that degrades it), YFP fluorescence increase; also: potency is read from the fitted curve at half-maximal effect; % of control where 0% means no effect; nearly all actives have a fitted effect of over 65% in size
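HeLa cells stably expressing A3F-eYFP plus Vif, plated and incubated overnight at 37 deg C, then exposed to compounds overnight at 37 deg C. Blocked degradation read as raised yellow fluorescence (Ex 488/Em 500-530).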
TrxR1 inh: qHTS Assay for Inhibitors of Mammalian Selenoprotein Thioredoxin Reductase 1 (TrxR1): qHTS; Thioredoxin reductase 1, cytoplasmic (Rattus norvegicus), O89049; recombinant rTrxR1, NADPH fluorescence consumption, selenite substrate; Potency, µM (doses to about 114 µM), for inactives: top-dose activity change, negative = inhibition, hits mostly inhibitors; actives 1% (n = 390,000); also: potency is read from the fitted curve at half-maximal effect; % is scaled to controls: 0 for no effect and ±100 for the full control effect; nearly all actives have a fitted effect of over 65% in size
Target sequence (O89049 whole entry, looked up): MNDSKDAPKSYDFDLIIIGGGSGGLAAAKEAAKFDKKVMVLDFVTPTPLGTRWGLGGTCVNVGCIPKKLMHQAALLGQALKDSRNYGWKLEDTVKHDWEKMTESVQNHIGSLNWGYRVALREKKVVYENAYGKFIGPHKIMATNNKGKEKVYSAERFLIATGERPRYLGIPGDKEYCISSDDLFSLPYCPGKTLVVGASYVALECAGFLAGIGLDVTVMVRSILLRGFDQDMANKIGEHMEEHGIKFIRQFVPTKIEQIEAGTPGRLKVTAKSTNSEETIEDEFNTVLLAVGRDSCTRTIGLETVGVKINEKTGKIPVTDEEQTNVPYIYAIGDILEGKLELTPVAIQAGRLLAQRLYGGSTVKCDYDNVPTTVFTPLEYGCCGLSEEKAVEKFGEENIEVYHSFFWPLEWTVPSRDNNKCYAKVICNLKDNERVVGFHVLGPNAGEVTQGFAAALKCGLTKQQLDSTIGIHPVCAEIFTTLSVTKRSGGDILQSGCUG
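Rat TrxR1 (90 nM in the dispensed reagent) was pre-reduced with 400 uM NADPH for 5 min at room temperature, then incubated with compound for 15 min. After 400 uM selenite was added, NADPH fluorescence (Ex 340/Em 450 nm) was followed for 8 min.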
mIDH1 inhibitor: qHTS for Inhibitors of mutant isocitrate dehydrogenase 1 (IDH1): qHTS; Potency, µM (highest dose often 76.6 µM), for inactives: at the highest dose activity change, negative = inhibition, usual class: inhibitors; actives 0.093% (n = 390,000); Isocitrate dehydrogenase [NADP] cytoplasmic (Homo sapiens), O75874; IDH1-R132H enzyme, NADPH consumption, diaphorase/resazurin fluorescence; AID 602179, 2012; also: potency is read from the fitted curve at half-maximal effect; % is scaled to controls: 0 for no effect and ±100 for the full control effect; nearly all actives have a fitted effect of over 65% in size
Target sequence (O75874 whole entry R132H, stated change not applied): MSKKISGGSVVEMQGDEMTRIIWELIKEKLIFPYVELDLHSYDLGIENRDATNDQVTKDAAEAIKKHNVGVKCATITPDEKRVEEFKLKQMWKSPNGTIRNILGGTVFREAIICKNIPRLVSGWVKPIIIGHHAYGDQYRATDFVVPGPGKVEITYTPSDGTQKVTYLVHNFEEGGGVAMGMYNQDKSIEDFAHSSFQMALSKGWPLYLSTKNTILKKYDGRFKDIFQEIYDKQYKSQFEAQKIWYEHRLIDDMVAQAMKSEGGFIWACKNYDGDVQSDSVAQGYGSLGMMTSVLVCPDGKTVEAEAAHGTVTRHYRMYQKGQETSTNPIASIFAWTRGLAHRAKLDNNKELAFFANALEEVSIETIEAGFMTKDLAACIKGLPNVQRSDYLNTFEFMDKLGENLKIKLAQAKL
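IDH1-R132H (0.5 ug/mL) preincubated 30 min with compound, then NADPH (0.016 mM) and alpha-KG (2 mM) added; 80 min at RT, pH 7.5. Remaining NADPH coupled via diaphorase/resazurin to fluorescence (540/590 nm); concentration-response curves normalized to no-enzyme control.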
RGS4 inh: Inhibitors of Regulator of G Protein Signaling (RGS) 4: qHTS; Regulator of G-protein signaling 4 (Homo sapiens), P49798; Transcreener GDP fluorescence polarization, RGS4-accelerated GTP hydrolysis; Potency, µM (top dose mostly 114 µM), inactives show at the highest dose activity change, negative = inhibition, hits mostly inhibitors; actives 0.039% (n = 390,000); AID 504845, 2011; also: potency is read from the fitted curve at half-maximal effect; % is scaled to controls: 0 for no effect and ±100 for the full control effect; nearly all actives have a fitted effect of over 75% in size; some results filed as inactive show a strong effect at the top dose
Target sequence (P49798 whole entry, looked up): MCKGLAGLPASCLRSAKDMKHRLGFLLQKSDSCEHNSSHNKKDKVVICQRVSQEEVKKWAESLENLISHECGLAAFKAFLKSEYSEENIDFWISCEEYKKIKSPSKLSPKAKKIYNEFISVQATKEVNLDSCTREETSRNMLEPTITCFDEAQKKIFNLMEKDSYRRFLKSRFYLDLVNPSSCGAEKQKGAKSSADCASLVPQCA
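MLSMR compounds (23 nl, pin-transferred) preincubated 10 min at room temperature with a 500nM (2x) first reagent, then RGS4 at 900nM (2x) plus Transcreener GDP mix added; fluorescence polarization (620/688 nm) read before and after 90 min at 30 °C.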
USP1-UAF1 inh: Inhibitors of USP1/UAF1: Primary Screen | Potency, µM (series often up to 57.1 µM), without a hit: at the highest dose activity change, negative = inhibition, hits mostly inhibitors | recombinant USP1/UAF1, Ub-Rhodamine cleavage fluorescence | actives 0.23% (n = 390,000) | Ubiquitin carboxyl-terminal hydrolase 1 (Homo sapiens), O94782; also: potency is read from the fitted curve at half-maximal effect; % is scaled to controls: 0 for no effect and ±100 for the full control effect; nearly all actives have a fitted effect of over 60% in size; inactives centre near -12
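In this screen, compounds sit with the deubiquitinase complex (1nM) for 15 min at room temperature before Ub-Rho is added at 150nM final. Fluorescence rise is then followed for 6 reads every 60 seconds.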
GRP78 ERSR act: qHTS for Inducers of the Endoplasmic Reticulum Stress Response (ERSR) in Human Glioma: qHTS; actives 0.02% (n = 420,000); Potency, µM, without a hit: top-dose activation, actives largely listed as activators; U87-MG GRP78 promoter luciferase reporter, 16 h; also: potency is read from the fitted curve at half-maximal effect; series mostly up to about 76 µM; % of control where 0% means no effect; nearly all actives have a fitted effect of over 35% in size
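Stably transfected U87-MG human glioma cells carrying a GRP78-based luminescent sensor were seeded at 1000 cells/well, pin-dosed with compounds and incubated 16 h. Luciferase reagent was then added, and end-point luminescence was read after 10 min at room temperature.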
LDHA block: qHTS assay for inhibitors of human lactate dehydrogenase | purified LDHA, NADH/diaphorase-resazurin fluorescence; hits give low values | activity change, % (values are at about 110 or 230 µM) | actives 0.15% (n = 480,000); in the data active = activity change below about -30%; inconclusive = mostly about -25% to -30%;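 also: plate controls were DMSO wells for no effect and wells without enzyme for full effect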
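LDH5 2 nM; NADH 0.06 mM, pyruvate 0.2 mM; 200 mM Tris pH 7.4, EDTA, Tween-20; 5 min RT. Detection: diaphorase 0.133 mg/mL + resazurin 37 µM, fluorescence ex540/em590 at 0 and 20 min; normalized to enzyme-free and DMSO wells.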
TrxR1 substrate: qHTS Assay for Substrates of Mammalian Selenoprotein Thioredoxin Reductase 1 (TrxR1): qHTS; Thioredoxin reductase 1, cytoplasmic (Rattus norvegicus), O89049; purified TrxR1 substrate turnover, NADPH consumption readout; Potency, µM (highest dose often 114 µM), for the others: top-dose activity change, negative = substrate turnover; actives 0.01% (n = 390,000); AID 588456, 2011; also: potency is read from the fitted curve at half-maximal effect; % is scaled to controls: 0 for no effect and ±100 for the full control effect; nearly all actives have a fitted effect of over 50% in size
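Rat TrxR1, dispensed at 90 nM, was prereduced with 400 uM NADPH (final) for 5 min at ~22 deg C, then incubated with compound 15 min before 400 uM selenite. A first-read NADPH fluorescence drop versus no-compound background flagged substrates.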
* = called active by the depositor; ? = inconclusive; & = joins results of further samples; [ ] = dose if it differs, or a comment. Unless noted, calls follow the shape of the dose curve; as a rule, active = well fitted curve in the direction sought with a large enough effect; inconclusive = small, poorly fitted or top-dose-only effect, or another doubt; inactive = no such curve, though single readings can be large; an effect the other way counts as inactive or inconclusive. The list is partial. The share of hits here may be higher or lower than overall.

SMILES | Vif-APOBEC3G blk | Vif-APOBEC3F blk | TrxR1 inh | mIDH1 inhibitor | RGS4 inh | USP1-UAF1 inh | GRP78 ERSR act | LDHA block | TrxR1 substrate
Cc1cc(NC(=O)c2cccc(Oc3ccccc3)c2)n[nH]1 | -5.6% | 6.3% | 13.2% | -0.2% | -19.0% | -19.1% | -2.8% | 1.1 | -10.4%
Fc1ccc(CCN2CCN=C2Nc2ccccc2)cc1 | 3.9% | -2.8% | -3.2% | 6.9% | -7.9% | ? | 2.0% | 0.8 | 0.7%
CCn1c(=O)n(CC)c2cc(N3CCCC3)c(NC(=O)c3ccc(C)cc3)cc21 | -4.9% | -8.5% | -7.4% | -15.4% | -22.9% | -22.3% | -2.8% | 10.0 | 1.3%
O=C(NNC(=S)Nc1ccc(Br)cc1)c1ccccc1Br | -15.0% | -5.3% | -15.5% | -4.8% | ? | -6.1% | -0.9% | -8.5 | -5.2%
CN1CCN(c2ccccc2NC(=O)c2cccs2)CC1 | 2.9% | 3.0% | 14.2% | 5.2% | -15.2% | -8.8% | -1.5% | -5.0&0.7 | -1.8%
Cc1cc2cccc(C)c2nc1SCC(=O)N(C)c1nc(-c2ccccc2)cs1 | -5.6% | 1.4% | 3.9% | 11.2% | -6.2% | -4.2% | -3.4% | 1.0 | -2.2%[57.1 µM]
Cc1ccc(-c2ccc([C@H]3[C@@H]4C=CCC[C@@]4(C)C(=O)N3Cc3ccccc3)c(F)c2)cc1 | -5.1% | ? | 21.5%[57.1 µM] | -1.4% | 0.2% | -25.3% | -2.8% | -1.6 | 11.7%[57.1 µM]
Cc1ccc(-n2nnnc2CNC(=O)C(C)C)cc1C | -0.7% | 1.2% | 6.1%[57.1 µM] | -3.0% | -14.2% | -2.6% | -1.4% | -5.5 | -2.3%[57.1 µM]
COC(=O)c1cc(NC(=O)CC2SC(=Nc3ccccc3)N(CCc3c[nH]c4ccccc34)C2=O)cc(C(=O)OC)c1 (stereo not drawn) | -17.9% | 3.9% | 43.8%[activator][57.1 µM] | 2.8% | -4.1% | -9.4% | -3.2% | -4.7 | 7.1%[57.1 µM]
O=C(O)Cn1c(-c2cscn2)nc2ccccc21 | 0.4% | -10.4% | 7.5% | -1.2% | 35.1% | -16.7% | -2.6% | -6.6 | 10.6%
Cc1cccc2sc(N(CCCN(C)C)C(=O)CCS(=O)(=O)c3ccccc3)nc12 | -28.0% | -3.6% | 15.8µM* | 1.2% | -21.8% | -6.9% | -17.9% | -3.4 | 0.4%
COCCCNC(=O)C1CCC(CNS(=O)(=O)c2ccc3c(c2)N(C(C)=O)CCO3)CC1 (stereo not drawn) | -4.4% | 3.3% | 8.3% | 6.8% | 24.4% | -3.4% | -4.7% | -11.1 | -5.0%
COc1cc(Cn2c(=O)c3c(OC)c(C)cnc3n(C)c2=O)cc(OC)c1 | -8.3% | -2.5% | 20.0% | -3.9% | -3.7% | -9.8% | -4.8% | -3.5 | -5.0%
Cc1nn(Cc2c(F)c(F)c(F)c(F)c2F)c(C)c1NC(=O)c1c([N+](=O)[O-])cnn1C | -1.6% | 0.0% | 2.7% | 3.4% | -13.3% | -2.1% | -2.2% | -2.9 | 1.6%
CC(OC(=O)C1CCN(S(=O)(=O)c2ccc(C(C)(C)C)cc2)CC1)C(=O)N1CCOCC1 (stereo not drawn) | -4.0% | -1.0% | 9.8% | -0.8% | ? | -12.2% | -3.1% | -2.2&8.5 | 3.8%
O=C(NNS(=O)(=O)c1ccccc1[N+](=O)[O-])c1cccc(Cl)c1 | -5.7% | -3.0% | 20.7% | 1.7% | -16.0% | -14.4% | -1.9% | 2.6 | 27.8%
O=C1C2C3C=CC(C3)C2C(=O)N1CNc1ccccc1 (stereo not drawn) | 0.6% | -1.5% | -0.8% | 5.4% | -11.5% | -15.4% | -4.3% | -1.1 | 2.2%
COc1cccc(CNC(=O)C2CCN(C(=O)c3cnn(-c4ccccc4)c3-n3cccc3)CC2)c1 | 2.4% | 8.5% | 13.6% | -0.1% | 3.8% | -10.2% | -1.8% | -8.9 | 1.9%
CCOc1ccccc1NC(=O)c1cc(S(=O)(=O)NC2CCCC2)ccc1F | -6.9% | 3.2% | 6.7%[57.1 µM] | -1.8% | 6.2% | -6.8% | -1.6% | -2.9 | -0.8%[57.1 µM]
COc1ccc(-c2[nH]ncc2CN2CCCO2)c(F)c1 | -3.9% | 2.8% | ? | -8.5% | -5.9% | -2.6% | -3.2% | -10.2 | -5.4%
O=C(CSc1nnc(Cc2ccccc2)o1)NCc1ccco1 | 0.3% | -8.2% | 4.8% | 2.0% | -16.2% | -18.3% | 1.0% | -4.4 | 6.7%
Cn1c(=O)[nH]c(=O)c2[nH]c(CN3CCN(C(=O)c4ccco4)CC3)nc21 | -5.5% | -0.4% | 3.7% | -4.5% | 34.1% | -13.8% | -1.4% | -1.6 | -1.4%
COc1ccc(/C=C(\NC(=O)c2ccccc2)C(=O)N2CCN(C)CC2)cc1OC | -3.2% | -3.6% | 16.9%[57.1 µM] | 4.2% | 15.4% | -18.6% | -4.5% | -2.0 | -7.3%
CCOc1ccccc1NC(=O)c1c(Br)cnn1C | -9.2% | -2.2% | -7.5% | -0.1% | 5.5% | -8.7% | -3.4% | -8.5 | -8.4%
CN(C)Cc1nnnn1-c1cccc(-n2nnnc2CN(C)C)c1 | -3.6% | 26.6% | 17.2%[11.4 µM] | 4.2% | -4.6% | -11.6% | -1.6% | -6.8 | 8.8%[11.4 µM]
Further results follow:
SMILES | Vif-APOBEC3G blk | Vif-APOBEC3F blk | TrxR1 inh | mIDH1 inhibitor | RGS4 inh | USP1-UAF1 inh | GRP78 ERSR act | LDHA block | TrxR1 substrate
O=C(C1CCN(S(=O)(=O)c2cccc3nsnc23)CC1)N1CCn2c1nc1ccccc12 | 5.9% | -1.0% | -8.1% | 5.5% | -12.8% | -16.7% | -4.2% | 3.8 | -4.5%
Cc1oc2cc3oc(=O)c(CCC(=O)NC4CC4)c(C)c3cc2c1C | 1.3% | 3.3% | -7.8% | 4.3% | 8.6% | -1.8% | 2.7% | -3.9 | 10.3%
O=C1C2C3CCC(C3)C2C(=O)N1CNc1ccccc1 (stereo not drawn) | -0.9% | -18.7% | 9.0% | -0.5% | -7.0% | -3.3% | -7.6% | -2.6 | 4.6%
CCCN1CCN(CCCNC(=O)Cn2nc(C)n3c(cc4c(OC)cccc43)c2=O)CC1 | -0.2% | 0.7% | 13.1% | -5.3% | -10.4% | ? | -3.1% | 1.6 | 51.7%[activator]
Cc1ccc(S(=O)(=O)N(C)CC(=O)NCC(=O)Nc2ccc(F)c(F)c2F)cc1 | -5.1% | -2.2% | 11.5%[57.1 µM] | 4.3% | -23.1% | -4.3% | -4.2% | -12.1 | 7.0%[57.1 µM]
COC(C(=O)NC(C(C)C)C(C)C)c1ccccc1 (stereo not drawn) | 0.0% | -3.7% | 1.5% | 4.4% | 18.1% | -3.4% | -1.1% | -9.3 | -4.9%
COc1ccccc1N(C(=O)CNC(=O)c1ccco1)C(C(=O)NC1CCCC1)c1ccco1 (stereo not drawn) | -5.9% | 9.7% | 14.9% | 29.8% | 7.1% | ? | -3.5% | -6.1 | 5.7%
Cc1nn(-c2ccccc2)c(C)c1/C=C/C(=O)OCC(=O)Nc1ccc(S(N)(=O)=O)cc1 | -0.5% | -28.0% | -6.8% | -27.4% | 6.8% | 1.2% | -1.3% | -7.6 | -4.7%
Fc1ccc(OCc2nnc(SCCN3CCOCC3)o2)cc1 | 0.3% | 2.9% | -5.3% | 3.0% | -24.8% | -17.4% | 2.5% | -0.2 | -3.5%
CC(C)(C)NC(=O)NC(=O)COC(=O)c1cccc(OC(F)F)c1 | -4.0% | ? | 19.4% | -0.8% | 4.0% | -11.8% | -0.9% | -1.5 | 0.9%

Structural class, those above with a nitro group on carbon (two)
SMILES | Vif-APOBEC3G blk | Vif-APOBEC3F blk | TrxR1 inh | mIDH1 inhibitor | RGS4 inh | USP1-UAF1 inh | GRP78 ERSR act | LDHA block | TrxR1 substrate
Cc1nn(Cc2c(F)c(F)c(F)c(F)c2F)c(C)c1NC(=O)c1c([N+](=O)[O-])cnn1C | -1.6% | 0.0% | 2.7% | 3.4% | -13.3% | -2.1% | -2.2% | -2.9 | 1.6%
O=C(NNS(=O)(=O)c1ccccc1[N+](=O)[O-])c1cccc(Cl)c1 | -5.7% | -3.0% | 20.7% | 1.7% | -16.0% | -14.4% | -1.9% | 2.6 | 27.8%
